# From PubChem BioAssay
# RGS4 block: human RGS4 inhibition | P49798 | 310,000 tested, 0.45% active | B-score at 10 µM | AID 463165 | HEK293 M3R/RGS4 inducible, Fluo-4 calcium flux; stronger effect = higher value; triggered by carbachol at its EC20;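 active = B-score, a plate-corrected calcium signal, over three deviations above library mean, with baseline fluorescence within five deviations of library mean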;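 note: RGS4 expression induced by doxycycline in cells with stable M3 receptor; B-score is computed from the integrated fluorescence ratio over baseline after carbachol; higher B-score means a larger calcium signal and so more RGS4 inhibition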
# Target sequence (P49798 whole entry, looked up): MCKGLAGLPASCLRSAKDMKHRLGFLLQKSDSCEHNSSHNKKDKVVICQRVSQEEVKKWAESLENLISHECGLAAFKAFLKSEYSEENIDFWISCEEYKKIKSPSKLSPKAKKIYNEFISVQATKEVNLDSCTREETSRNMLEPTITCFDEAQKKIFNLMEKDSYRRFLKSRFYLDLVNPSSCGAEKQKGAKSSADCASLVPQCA
# HIF act: HIF pathway transcriptional activation; U2OS HRE-luciferase reporter, luminescence; normalized: DMSO 0%, desferrioxamine 100%; AID 1910; activation, % at 7.5 µM (by protocol); 300,000 tested, 0.32% active;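 active = mean activation of at least 10% of the iron chelator positive control signal, with at least half of replicates also reaching 10%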
# TRPC6 inh: mouse TRPC6 channel inhibition. HEK293-TRPC6, membrane potential dye, ACh-evoked depolarization; stronger effect = lower value. B-score at 10 µM. 310,000 tested, 1.1% active. AID 2553;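 active = B-score under library mean minus 3 SD, initial fluorescence not abnormally high, positive integrated signal ratio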;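 note: B-score derived from integrated fluorescence ratio over the kinetic read; more negative B-score means stronger inhibition of depolarization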
# Target sequence (Q61143 whole entry, looked up): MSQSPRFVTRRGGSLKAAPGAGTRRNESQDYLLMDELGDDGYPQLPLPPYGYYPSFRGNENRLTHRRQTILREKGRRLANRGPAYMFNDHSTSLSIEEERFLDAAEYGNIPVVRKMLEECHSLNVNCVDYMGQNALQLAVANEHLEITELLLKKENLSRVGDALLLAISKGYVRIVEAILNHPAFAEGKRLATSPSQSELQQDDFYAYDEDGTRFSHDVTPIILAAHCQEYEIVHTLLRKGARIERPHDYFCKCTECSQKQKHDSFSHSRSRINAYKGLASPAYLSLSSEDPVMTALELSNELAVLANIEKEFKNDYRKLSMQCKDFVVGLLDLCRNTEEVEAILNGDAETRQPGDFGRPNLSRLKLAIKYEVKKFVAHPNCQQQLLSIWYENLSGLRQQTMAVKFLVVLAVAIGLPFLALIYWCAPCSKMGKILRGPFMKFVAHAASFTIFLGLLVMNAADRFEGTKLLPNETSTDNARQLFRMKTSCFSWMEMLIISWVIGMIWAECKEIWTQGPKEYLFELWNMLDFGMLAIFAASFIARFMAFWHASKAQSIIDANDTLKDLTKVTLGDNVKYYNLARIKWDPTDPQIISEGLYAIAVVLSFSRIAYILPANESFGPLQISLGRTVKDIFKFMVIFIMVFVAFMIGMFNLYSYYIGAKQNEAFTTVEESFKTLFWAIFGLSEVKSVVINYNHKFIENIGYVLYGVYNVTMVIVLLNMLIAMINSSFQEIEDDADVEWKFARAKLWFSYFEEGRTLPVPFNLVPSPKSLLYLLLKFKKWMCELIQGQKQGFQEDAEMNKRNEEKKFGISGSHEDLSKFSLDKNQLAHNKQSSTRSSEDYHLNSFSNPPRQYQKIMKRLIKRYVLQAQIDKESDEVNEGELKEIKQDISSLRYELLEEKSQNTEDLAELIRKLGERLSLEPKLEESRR
# MrgX1 antag: blocks BAM8-22 activation of human MrgX1 receptor; AID 588676; B-score at 10 µM; 310,000 tested, 1.3% active; MRGX1-HEK293 calcium flux, Fluo-4, BAM8-22 antagonism; stronger effect = lower value;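 active = calcium-response B-score plate-corrected more than 3 library SD below zero, starting fluorescence within 5 deviations, no agonist response on first addition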;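 note: peak minus trough fluorescence over baseline after final BAM8-22 challenge near maximal dose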
# Platelet DG rel: platelet dense granule release activity; inhibition, %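 (compounds screened at 7.5 µM in platelet-rich plasma)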; AID 1663; human platelet-rich plasma, SFLLRN dense granule ATP release, luminescence; 300,000 tested, 0.22% active;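 active = mean replicate score, as percent of positive control, at or above 50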
# SKKanGAS inh: inhibitors of SKKanGAS S. pyogenes growth in kanamycin (SK-promoter or general growth effect); BacTiter-Glo, 6 h; AID 1662; inhibition, % at 7.5 µM; 300,000 tested, 1.3% active;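 active = mean replicate score, as percent of positive control median, at least 50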;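 note: strain carries kanamycin resistance gene driven by streptokinase promoter and grows in 40 µg/ml kanamycin; loss of luminescence reflects streptokinase promoter inhibition or plain growth inhibition; 0% = median of DMSO wells and 100% = positive control at its reference dose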
# RGS4 act: RGS4 potentiation or activation; 310,000 tested, 0.92% active; B-score at 10 µM; HEK293 M3R/inducible RGS4, carbachol calcium flux Fluo4; stronger effect = lower value; AID 463111;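 active = B-score of the integrated calcium signal more than 4 SD below the library mean, with starting fluorescence not abnormally high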;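 note: negative B-score means reduced calcium response which marks RGS4 activation or potentiation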
#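 test system = HEK293 cells with stable M3R and inducible RGS4 | schedule = recording 10 s baseline at 1 Hz, 100 s post-agonist | technique = Fluo4-AM (2 µM) calcium-flux fluorescence, kinetic read | measure = Agonist-evoked peak-minus-minimum fluorescence over baseline, integrated ratio, B score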
# MrgX1 agonist: activates human MrgX1 receptor signaling; MrgX1-HEK293 cells, Fluo-4 calcium fluorescence, agonist mode; stronger effect = higher value; B-score at 10 µM; 310,000 tested, 0.44% active;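 active = calcium response B-score plate-corrected fluorescence ratio at least 3 library SD, with starting fluorescence B-score inside 5 SD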
#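 times = overnight plating, then 30 min 37 °C plus 30 min room-temperature dye loading | assay system = stable human MrgX1 HEK293 cell line | input = fifteen thousand cells per well | signal = kinetic calcium dye fluorescence, Fluo-4 NW | dosing = compound delivered in addition one of three | read-out = B-scored fluorescence response ratio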
# TRPC4 inh: blocks the mouse TRPC4 cation channel | Q9QUQ5 | HEK293 TRPC4beta/mu-opioid, DAMGO-evoked Fluo4 calcium flux; stronger effect = lower value | B-score at 10 µM | 300,000 tested, 0.39% active;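 active = B-score over 3 SD under the library average, no early fluorescence shift, positive overall ratio signal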
#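 Assay system: TRPC4beta/mu-opioid receptor HEK293 cell line; compound dosing: single concentration per test compound; detection: Fluo4 Ca2+ flux fluorescence; evaluation: per-well B score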
# TRPC6 activator: activators of mouse TRPC6 channel. Q61143. HEK293-TRPC6 membrane potential dye fluorescence; stronger effect = higher value. B-score at 10 µM. 310,000 tested, 0.13% active;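 active = B-score of the integrated fluorescence ratio above library mean plus 3 SD, and starting fluorescence ratio within library mean plus 5 SD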;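 note: higher score means more depolarization so channel activation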
# MrgX1 PAM: allosterically activates human MrgX1 receptor signaling; Q96LB2; MrgX1-HEK293, Fluo-4 calcium flux, FDSS; stronger effect = higher value; B-score at 10 µM; 310,000 tested, 0.63% active; AID 588675;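 active = plate-corrected calcium response at least 3 library SD above typical, normal starting fluorescence, not activating the receptor alone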;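 note: compound read alongside a low EC10 to EC30 dose of BAM8-22 agonist; peak minus trough fluorescence over baseline measured at the second addition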
# Numbers without * were called inactive; i = inactive; . = not tested or not shown.
# Results follow in this order: HIF act, SKKanGAS inh, TRPC4 inh, MrgX1 PAM, Platelet DG rel, MrgX1 agonist, TRPC6 inh, TRPC6 activator, RGS4 block, MrgX1 antag, RGS4 act
> CC(C)N1CC(COc2ccccc2Cl)OC1=O (stereo not drawn)
→ 0.1, -1, i, i, -1, i, i, i, i, i, i
> CN(C(=S)NC1=CCS(=O)(=O)C1)C1CCCCC1
→ 1.5, -2, i, i, -5, i, i, i, i, i, i
> COc1ccc(CCNc2nc3ccccc3n3nnnc23)cc1OC
→ 2.0, 7, i, i, 5, i, i, i, i, i, i
> O=C(CSc1cccc2cccnc12)N/N=C/c1cccc(O)c1
→ -0.4, 0, i, i, -3, i, i, i, i, i, i
> CC1Cc2ccccc2N1C(=O)CSc1nnc(-c2ccccc2)c(-c2ccccc2)n1 (stereo not drawn)
→ -0.5, -5, i, i, -15, i, i, i, i, i, i
> O=C(NC1CCCC1)C1CCN(C(=O)Nc2cccc(Cl)c2)CC1
→ 0.1, -1, i, i, 0, i, i, i, i, i, i
> NS(=O)(=O)c1cnccc1Oc1cccc(Cl)c1
→ 0.2, 5, i, i, 3, i, i, i, i, i, i
> CC(NC(=O)c1ccc(Br)o1)C1CCCO1 (stereo not drawn)
→ -1.4, -5, i, i, 4, i, i, i, i, i, i
> O=C(CCS(=O)(=O)c1cc(Br)cc2c1N(C(=O)C1CC1)CC2)N1CCN(c2ccccn2)CC1
→ -1.2, -4, i, i, 6, i, i, i, i, i, i
> O=C(CCC1COc2ccccc2O1)N1CCCC1 (stereo not drawn)
→ -0.2, 1, i, i, -2, i, i, i, i, i, i
> O=C(Nc1ccccc1Cc1ccccc1)c1ccncc1
→ -0.1, -2, i, i, -6, i, i, i, i, i, i
> Cn1nnc2cc(C(=O)N3CCN(c4ccccc4)CC3)ccc21
→ 0.2, 13, i, i, -3, i, i, i, i, i, i
> O=C(O)CCN1C(=O)C2C3C=CC(C3)C2C1=O (stereo not drawn)
→ 0.8, -1, i, i, -5, i, i, i, i, i, i
> CCC1(c2ccc(F)cc2)NC(=O)N(CC(=O)Nc2ccccc2Cl)C1=O (stereo not drawn)
→ -0.1, 4, i, i, 1, i, i, i, i, i, i
> O=C1CC(c2ccc(F)cc2)Cc2nc(N3CCOCC3)ncc21 (stereo not drawn)
→ -0.5, -10, i, i, -19, i, i, i, i, i, i
> CN(C)S(=O)(=O)c1ccc(C(=O)Nc2cccc(C(=O)N3CCOCC3)c2)cc1
→ -0.2, -3, i, i, 14, i, i, i, i, i, i
> Cc1ccccc1-c1nc(CN2CCC(C(=O)N3CCN(c4ccccn4)CC3)CC2)c(C)o1
→ 0.2, -3, i, i, 0, i, i, i, i, i, i
> Cc1cc(=O)[nH]c(SCC(=O)Nc2ccc(Br)cn2)n1
→ -0.1, -2, i, i, -2, i, i, i, i, i, i
> COc1cc(S(=O)(=O)Nc2cc(C)cc(C)c2)ccc1F
→ -0.7, 1, i, i, 23, i, i, i, i, i, i
> COc1ccc(SN=C2C(C)=CC(=O)C=C2C)cc1
→ -0.7, -1, i, i, 0, i, i, i, i, i, i
> Cc1cc2cc(C)c(NCCNC(=O)c3cccs3)nc2cc1C
→ 0.1, -3, i, i, 4, i, i, i, i, i, i
> Cc1cc(C)n(-c2ccc(C(=O)Nc3nnc(C4CC4)s3)cc2)n1
→ -0.1, -2, i, i, -5, i, i, i, i, i, i
> O=C(CSc1ncn[nH]1)Nc1ncc(C(F)(F)F)cc1Cl
→ -0.3, -4, i, i, 2, i, i, i, i, i, i
> O=C(NCCC1=CCCCC1)C1CC(=O)N(Cc2ccccc2)C1 (stereo not drawn)
→ 0.0, -6, i, i, 1, i, i, i, i, i, i
> CCN(CC#CCC1(O)c2ccccc2-c2ccccc21)CCO
→ -0.6, -5, i, i, -1, i, i, i, i, i, i
> CCCc1nn(C)c2c1C(c1ccncc1)C(C#N)=C(N)O2 (stereo not drawn)
→ -0.3, 4, i, i, 2, i, i, i, i, i, i
> CC(=O)c1cccc(NC(=O)Cc2ccc3c(c2)CCCC3)c1
→ 0.3, -4, i, i, 7, i, i, i, i, i, i
> O=C(NC(=S)Nc1ccc(CN2CCCCC2)cc1)c1cc2ccccc2o1
→ 0.0, -1, i, i, -1, i, i, i, i, i, i
> COC(=O)c1cc(C)sc1NC(=O)c1ccco1
→ 0.2, -3, i, i, 0, i, i, i, i, i, i
> CCn1c(SCC(=O)Nc2nccs2)nnc1-c1ccc(S(=O)(=O)N2CCCCC2)cc1
→ -0.6, -24, i, i, -2, i, i, i, i, i, i
> COCCn1c(=NC(=O)CN2C(=O)CCC2=O)sc2cc(S(N)(=O)=O)ccc21
→ ., -3, i, i, 0, i, i, i, i, i, i
> O=C(/C=C/c1ccco1)Nc1scc(-c2ccccc2)c1C(=O)O
→ ., 14, i, i, 4, i, i, i, i, i, i
> CC(=C\c1ccco1)/C=C1/SC(=S)N(CC(=O)O)C1=O
→ -0.1, -7, i, i, -4, i, i, i, i, i, i
> COCCNC(=O)c1ccccc1N(Cc1ccccc1)S(=O)(=O)c1ccc(C)cc1
→ -0.4, -6, i, i, -3, i, i, i, i, i, i
> CCc1ccccc1NC(=O)Nc1ccc2c(c1)OCO2
→ 0.9, -9, i, i, 2, i, i, i, i, i, i
> C#Cc1ccc([C@H]2C=C(C(=O)Nc3ccccc3)O[C@@H](OCc3ccc(CO)cc3)C2)cc1
→ -0.8, 21, i, i, 0, i, i, i, i, i, i
> CCN(CC)C(=O)Cn1cnc2sc(C(=O)N3CCN(c4ccc(OC)cc4)CC3)c(C)c2c1=O
→ ., 6, i, i, -10, i, i, i, i, i, i
> O=C(c1ccccc1)c1cccc(NC(=O)C2CC2)c1
→ 0.5, 6, i, i, 2, i, i, i, i, i, i
> CC(=O)NC(=S)Nc1cccc2ccc(C)nc12
→ -0.1, -8, i, i, 18, i, i, i, i, i, i
> Cc1ccc(C2/C(=C(/O)c3ccc(Br)cc3)C(=O)C(=O)N2Cc2ccco2)o1 (stereo not drawn)
→ -0.1, 21, i, i, 13, i, i, i, i, i, i
> Cc1cccc2cc3c(NC(=O)CC(C)C)nn(C)c3nc12
→ -0.2, -3, i, i, -4, i, i, i, i, i, i
> O=C(Nc1ccc(/C=C/c2nc3ccccc3o2)cc1)c1c(F)cccc1F
→ 2.1, -5, i, i, -14, i, i, i, i, i, i
> O=C(Cc1ccc([N+](=O)[O-])cc1)N1CCN(c2ccc([N+](=O)[O-])cc2)CC1
→ 0.2, 7, i, i, -3, i, i, i, i, i, i
> O=C(Cn1cncn1)NCc1cc(F)ccc1F
→ -0.6, 7, i, i, -3, i, i, i, i, i, i
> Cc1ccc(-n2nc3ccc(NC(=O)/C=C/c4ccco4)cc3n2)cc1
→ 1.1, 8, i, i, -31, i, i, i, i, -6.3*, i
> O=c1c2ccccc2c(C=Nc2ccc(Cl)cn2)c(O)n1-c1cc(Cl)ccc1N1CCOCC1
→ 0.1, 11, i, i, 4, i, i, i, i, i, i
> CC(=O)Nc1ccc(NC(=O)C(C)OC(=O)C(C)SCC(=O)Nc2ccc(F)cc2)cc1 (stereo not drawn)
→ 3.1, -1, i, i, 6, i, i, i, i, i, i
> O=C(Nc1ccc(S(=O)(=O)N2CCCCC2)cc1)C1CC(=O)N(c2ccccc2)C1 (stereo not drawn)
→ 0.4, -4, i, i, -2, i, i, i, i, i, i
> CCOC(=O)C1CCN(C(=O)COC(=O)CSc2ccc([N+](=O)[O-])cc2)CC1
→ -0.1, 5, i, i, -3, i, i, i, i, i, i
> O=C(CSc1nnc(CNC(=O)c2ccco2)o1)Nc1ccccc1
→ -0.1, -3, i, i, 5, i, i, i, i, i, i

# Next part:
# Results follow in this order: HIF act, SKKanGAS inh, TRPC4 inh, MrgX1 PAM, Platelet DG rel, MrgX1 agonist, TRPC6 inh, TRPC6 activator, RGS4 block, MrgX1 antag, RGS4 act
> COc1ccc(-c2cc(C(=O)Nc3cc(S(N)(=O)=O)ccc3C)c3ccccc3n2)cc1OC
→ -0.6, 26, i, i, 18, i, i, i, i, i, i
> CC(C)OCC(O)Cn1c(N2CCCC2)nc2c1c(=O)[nH]c(=O)n2C (stereo not drawn)
→ 0.4, -12, i, i, -1, i, i, i, i, i, i
> O=C(CSc1nnc(CNC(=O)c2c(F)cccc2Cl)o1)NC1CCCC1
→ -0.3, 4, i, i, 0, i, i, i, i, i, i
> CCOc1ccc(CN2CCN(Cc3cccc4c3OCO4)CC2CCO)cc1 (stereo not drawn)
→ 0.0, -10, i, i, -3, i, i, i, i, i, i
> COc1ccc(CC(NC(C)=O)C(=O)NC2CCN(c3nc(C)cc(C)c3C#N)CC2)cc1OC (stereo not drawn)
→ -0.4, 2, i, i, -1, i, i, i, i, i, i
> O=C(CNC1CCCCC1)Nc1ccc(S(=O)(=O)N2CCCCC2)cc1
→ -0.4, 2, i, i, 4, i, i, i, i, i, i
> COc1ccc(Cl)cc1NC(=O)CNCc1cccs1
→ -0.6, 4, i, i, 1, i, i, i, i, i, i
> CCOc1cccc(OCCCNCCCOC)c1
→ -0.3, -11, i, i, -9, i, i, i, i, i, i
> CCOc1ccc2[nH]c3c(NCCCOC)ncnc3c2c1
→ 2.6, 2, i, i, 1, i, i, i, i, i, i
> c1ccc(-c2ccccc2OCCCCn2ccnc2)cc1
→ -1.0, 20, i, i, -2, i, i, i, i, i, i
> O=C(CSc1nc(-c2ccccc2Cl)ns1)c1ccc(Cl)cc1
→ 0.0, 8, i, i, 2, i, i, i, i, i, -8.2*
> CCn1c(=O)c(C(=O)Nc2ccccc2S(N)(=O)=O)c(O)c2ccccc21
→ 0.7, -1, i, i, -6, i, i, i, i, i, i
> CC(Nc1nc(-c2ccc(F)cc2)cs1)c1nc2cc(C(F)(F)F)ccc2n1CCOCCO (stereo not drawn)
→ -0.3, 8, i, i, 9, i, i, i, i, i, i
> COc1ccc(CC(=O)NC(C)c2nnc(SCC(=O)Nc3nc(C)cs3)n2C)cc1 (stereo not drawn)
→ -0.2, -1, i, i, 1, i, i, i, i, i, i
> Cc1[nH]c2ccc(-c3n[nH]c(=S)n3C)cc2c1C
→ -0.1, -7, i, i, 12, i, i, i, i, i, i
> CCNC(=S)NN=C1c2ccccc2-c2ccccc21
→ 0.4, 8, i, i, -2, i, i, i, i, i, i
> CCCc1nnc(SCC(=O)Nc2ccc(NC(C)=O)cc2)n1-n1cccc1
→ -45, 8, i, i, -4, i, i, i, i, i, i
